DT40 TDP1 CPT – DT40-hTDP1 cell growth loss with CPT; chicken DT40 Tdp1-/-;hTDP1 cells + 20 nM CPT, ATP luminescence, 48 h; Potency, µM (highest dose often 46.2 µM), inactives show at the highest dose activity change, negative = growth inhibition, actives largely listed as inhibitors; 12% of 420,000 active; AID 686979; further: nearly all actives have a fitted effect of over 55% in size
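Cell growth measured by CellTiter-Glo luminescence after a minimum 48 h, 37 C compound exposure with 20 nM CPT in Tdp1-knockout DT40 cells stably expressing hTDP1, seeded 400/well; qHTS titration format.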
N370S GC mod – N370S glucocerebrosidase modulation, Gaucher chaperone candidate; N370S GC spleen homogenate, 4MU-glucoside fluorescence; 0.092% of 330,000 active; P04062; Potency, µM (top dose mostly 59.4 µM), for inactives: at the highest dose activity change, negative = inhibition, actives largely listed as inhibitors; AID 2101;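 further: 0% = full enzyme activity and -100% = no enzyme basal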
FEN1 inh – inhibitors of human flap endonuclease 1 | P39748 | 0.35% of 390,000 active | Recombinant FEN1 flap cleavage, fluorescence, 15 min | AID 588795 | Potency, µM (highest dose often 114 µM), for inactives: at the top dose activity change, negative = inhibition, hits mostly inhibitors; further: nearly all actives have a fitted effect of over 65% in size
Target sequence (P39748 whole entry, looked up): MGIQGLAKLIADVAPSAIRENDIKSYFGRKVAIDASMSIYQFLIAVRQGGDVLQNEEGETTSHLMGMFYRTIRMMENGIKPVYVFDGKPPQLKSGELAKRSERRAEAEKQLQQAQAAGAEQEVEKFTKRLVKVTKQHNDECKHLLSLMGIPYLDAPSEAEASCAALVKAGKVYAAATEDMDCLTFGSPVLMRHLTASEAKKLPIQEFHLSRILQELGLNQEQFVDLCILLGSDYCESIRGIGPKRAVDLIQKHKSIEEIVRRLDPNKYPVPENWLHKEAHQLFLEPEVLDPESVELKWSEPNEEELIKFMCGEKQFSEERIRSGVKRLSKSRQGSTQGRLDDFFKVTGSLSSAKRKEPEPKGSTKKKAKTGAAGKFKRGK
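Steps: FEN1 (10 nM) dispensed; compound added by pin tool; 15 min at room temperature; substrate added to 50 nM final; reads at 0 min and 15 min; data normalized and fitted (four-parameter Hill).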
* marks the source's active call; other numbers are inactive results; ? = inconclusive; nt = no result given; & = joins results of further samples; [ ] = remark or other dose. The call rests on the fitted dose curve; in most records, active means well fitted curve in the direction sought with a large enough effect; inconclusive means small, poorly fitted or top-dose-only effect, or another doubt; inactive means no such curve, though single readings can be large; an effect the other way counts as inactive or inconclusive. Unless noted, on the % scale 0 is the no-effect control and ±100 the full control effect; potency means the concentration at half of the fitted maximal effect. Only part of the results is shown, so the mix of outcomes need not match the whole.

structure | FEN1 inh | N370S GC mod | DT40 TDP1 CPT
Cc1nc2ncnn2c(C)c1Cc1ccc(Cl)cc1F | -13% | 9% | 4%
Nn1c(SCc2cc([N+](=O)[O-])cc3c2OCOC3)nnc1-c1cccnc1 | -2% | 1% | 1%
CCOC(=O)c1c(C)oc2nc(C)nc(NCC3CCN(Cc4cccc(Cl)c4)CC3)c12 | -4% | nt | -21%
O=C(CSc1nnc(CNC(=O)c2cccs2)o1)Nc1ccccc1C(F)(F)F | -6% | -8% | 0%
Cc1ccc(N(CC(=O)Nc2ccc3c(c2)OCCO3)S(=O)(=O)c2c(C)n[nH]c2C)cc1 | -2% | -8% | -13%
CC(=O)c1cccc(NC(=O)CSCc2ccc(Br)cc2)c1 | -7% | 2% | ?
CCc1c(C(=O)N/N=C/c2cn[nH]c2-c2ccc(F)cc2)csc1C | -8% | -6% | -3%
O=C(c1ccc(Cl)cc1)C1CCN(C(=O)C2CC2)CC1 | -3% | -5% | -49%
CCOC(=O)c1sc(NC(=O)CSc2nnc(C(C)C)n2C)nc1C | 5% | -3% | ?
Cc1ccc(/C=N/N2CCN(c3ccc(Cl)cc3)CC2)o1 | 4% | 17% | ?
Cc1cc(=O)n(Cc2ccccc2Cl)c2c1c(C)nn2-c1ccccc1 | -12% | nt | ?
COc1cccc(C(=O)Nc2ccc(S(=O)(=O)Nc3onc(C)c3C)cc2)c1 | -3% | 2% | -4%
CC(C)C(OC(=O)CN1C(=O)c2ccccc2C1=O)C(=O)NC1CCCC1 (stereo unspecified) | -3% | -18% | 10%
Cc1ccccc1-n1c(SCc2c(C)noc2C)nnc1-c1c[nH]c2ccccc12 | -2% | 9% | ?
COc1ccccc1C(=O)NCCc1csc(-c2ccc(C(F)(F)F)cc2)n1 | -9% | nt | ?
Cc1cccc(C)c1N1CCN(C(=O)Nc2ccc3c(c2)OCCO3)CC1 | -22% | -17% | ?
COc1cccc(NC(=O)NNC(=O)COc2ccc3ccccc3c2)c1 | 16% | -3% | ?
COCc1ccc(C(=O)N2CCc3c([nH]c4ccccc34)C2c2ccccn2)s1 (stereo unspecified) | -13% | 8% | ?
COC(=O)Cn1c(SCCOc2ccccc2OC)nc2ccccc21 | 3% | nt | -24%
Cn1c(N)c(C(=O)Nc2ccc3ccccc3c2)sc1=S | -13% | 5% | 14%
COc1ccc(/C=C/c2ccc3ccccc3n2)cc1OC | ? | nt | ?
CC1(C)NC(=O)N(CC(=O)OCC(=O)c2ccc(F)cc2)C1=O | -10% | -6% | 5%
CSCCC(NC(=O)OC(C)(C)C)C(=O)NC(CC(C)C)C(N)=O (stereo unspecified) | 9% | 5% | -23%
CNc1ccccc1NC(=O)C1CCCN1C(=O)OCc1ccccc1 (stereo unspecified) | 19% | -4% | 10%
CCCC12CN3CC(C)(CN(C1)C3c1ccc(OC)cc1)C2=O (stereo unspecified) | -5% | -7% | -15%
CN1CC(=O)N(CC(=O)NCCc2ccc(F)cc2)c2ccccc2C1=O | 8% | 1% | 8%
Oc1ccc(Br)cc1-c1nc2cnccn2c1NC1CCCCC1 | -13% | 7% | -19%
COCCOC(=O)c1[nH]c2c(c1C)C(=O)CC(c1ccc(OC)cc1)C2 (stereo unspecified) | 4% | -1% | ?
CC(C)Oc1ccc(S(=O)(=O)N2CCOCC2)cc1NC(=O)C1CCCC1 | 17% | nt | -10%
COc1ccc(OCC(=O)Nc2ccc(O)c(-c3nc4ccccc4s3)c2)cc1 | -5% | nt | 0.82µM*
O=C(O)c1ccc(Cn2cc(/C=C\[N+](=O)[O-])c3ccccc32)o1 | -23% | 1% | -4%
CCc1cc(CNC(=O)c2ccc(OC)c(OC3CCN(C(C)C)CC3)c2)on1 | -3% | 0% | -8%
Cc1ccc(S(=O)(=O)NCCCCCC(=O)Nc2nccs2)cc1 | 0% | -1% | -4%
COc1ccc(NS(=O)(=O)c2cccc(C(=O)N(C)Cc3ccc(SC)cc3)c2)cc1 | 3% | -20% | ?
Cn1c(SCC(=O)N2CC(=O)Nc3ccccc32)nnc1C(F)(F)F | 3% | -20% | 20%
COc1cc(C(=O)Nc2cc(C(F)(F)F)ccc2N2CCOCC2)ccc1OCC(=O)N1CCOCC1 | -3% | 0% | -9%
CC(C)c1ccccc1NC(=O)COC(=O)Cc1c[nH]c2ccccc12 | -5% | -4% | 0.082µM*
C=CCn1c(COc2cccc(C)c2)nnc1SCC(=O)NC(=O)NCc1ccco1 | -15% | -6% | -7%
Cc1cccc(C)c1NC(=O)c1c(C)nn(-c2ccccc2)c1Cl | 4% | 1% | -7%
CNc1cc(CSc2ccc(Cl)cc2)nc(C)n1 | -3% | -2% | ?
COc1ccc(/C=C/C(=O)OCC(=O)N(C)CC(=O)Nc2ccc(C)cc2)c(OC)c1 | -11% | nt | -8%
COc1ccc(CNC(=O)C(=O)N2CCC3(CC2)OCCN3S(=O)(=O)c2ccc(C)cc2)cc1 | -8% | -3% | -16%
O=C(NCc1cccnc1)C1CCN(S(=O)(=O)c2cccs2)CC1 | 1% | 0% | 3%
C/C(=N/NC(=O)c1ccco1)c1cccc(NC(=O)c2ccc(C)s2)c1 | -7% | 11% | ?
Fc1ccc(CSc2nnc(Cc3sc(-c4ccccc4)nc3-c3ccccc3)o2)cc1 | -2% | 1% | -16%
O=C1Cc2ccccc2C1=C1C=c2ccccc2=C1 | -4% | nt | ?
COc1ccc(/C=C/c2ccncc2)cc1OC | 1% | 4% | 7%
CC(=O)N(Cc1cccc(Br)c1)c1ccc(N2CCOCC2)c(Cl)c1 | -1% | -5% | ?
CC1(C)Cc2cccc(OCC(=O)Nc3cccnc3)c2O1 | 0% | 10% | -29%
CC(=O)Nc1ccc(S(=O)(=O)N2CCC(C(=O)N[C@@H](C)C(=O)NC3CCCC3)CC2)cc1 | 20% | -5% | -9%
C[C@H]1CC[C@]2(O[C@@H](CCO)C[C@H](O)[C@H]2O)O1 | 5% | nt | -42%
COc1ccc(-c2cc(C(=O)N3CCOCC3)c3cc(C)ccc3n2)cc1 | -1% | 12% | ?
COc1cccc(N/C=C/C(=O)c2ccc(Br)cc2)c1 | -4% | nt | -17%
Cc1cccc2c1ncc1c(=O)n(-c3ccccc3)[nH]c12 | -12% | ? | 0%
CCOC(=O)C1CCN(c2ncnc3c2c(-c2ccccc2)cn3-c2ccc(C)cc2)CC1 | 13% | 13% | 21µM*
CN(C)C(=O)CCC(=O)N1CCCC(C(=O)c2ccc(C(F)(F)F)cc2)C1 (stereo unspecified) | 9% | 1% | ?
CC1CCN(S(=O)(=O)CCNC(=O)c2ccc(F)cc2)CC1 | 1% | -1% | -6%
COC(=O)c1cc2sc(Cl)cc2n1Cc1nc(-c2ccccc2)oc1C | -15% | 1% | ?
CC(C)(C)NC(=O)CN(C(=O)CNS(=O)(=O)c1ccccc1)c1ccc2c(c1)OCCO2 | -9% | 3% | -3%
CN1/C(=C/C2CC(=O)N(c3cccc4ccccc34)C2=O)C(C)(C)c2ccccc21 (stereo unspecified) | -1% | 5% | ?

Part of the list above in a different format.
Fields: FEN1 inh | N370S GC mod | DT40 TDP1 CPT
- COc1ccc(/C=C/C(=O)OCC(=O)N(C)CC(=O)Nc2ccc(C)cc2)c(OC)c1
→ -11% | nt | -8%
- COc1ccc(CNC(=O)C(=O)N2CCC3(CC2)OCCN3S(=O)(=O)c2ccc(C)cc2)cc1
→ -8% | -3% | -16%
- O=C(NCc1cccnc1)C1CCN(S(=O)(=O)c2cccs2)CC1
→ 1% | 0% | 3%
- C/C(=N/NC(=O)c1ccco1)c1cccc(NC(=O)c2ccc(C)s2)c1
→ -7% | 11% | ?
- Fc1ccc(CSc2nnc(Cc3sc(-c4ccccc4)nc3-c3ccccc3)o2)cc1
→ -2% | 1% | -16%
- O=C1Cc2ccccc2C1=C1C=c2ccccc2=C1
→ -4% | nt | ?
- COc1ccc(/C=C/c2ccncc2)cc1OC
→ 1% | 4% | 7%
- CC(=O)N(Cc1cccc(Br)c1)c1ccc(N2CCOCC2)c(Cl)c1
→ -1% | -5% | ?
- CC1(C)Cc2cccc(OCC(=O)Nc3cccnc3)c2O1
→ 0% | 10% | -29%
- CC(=O)Nc1ccc(S(=O)(=O)N2CCC(C(=O)N[C@@H](C)C(=O)NC3CCCC3)CC2)cc1
→ 20% | -5% | -9%
- C[C@H]1CC[C@]2(O[C@@H](CCO)C[C@H](O)[C@H]2O)O1
→ 5% | nt | -42%
- COc1ccc(-c2cc(C(=O)N3CCOCC3)c3cc(C)ccc3n2)cc1
→ -1% | 12% | ?

Later entries:
structure | FEN1 inh | N370S GC mod | DT40 TDP1 CPT
COc1ccc(OC)c(C2Nc3c(C)cc(C)cc3-c3cc(C)nn32)c1 (stereo unspecified) | -20% | nt | 16µM*
CC(C)CC(=O)NCC1(N(C)C)CCCCC1 | 0% | nt | -15%
O=C(Nc1ccccc1N1CCCCC1)c1ncoc1-c1ccc(F)cc1 | -15% | 9% | ?
O=C1NC(=O)c2cc([N+](=O)[O-])cc3cccc1c23 | ? | -6% | ?
COc1cccc(CC(=O)Nc2ccc3nc(C)sc3c2)c1 | 11% | -5% | ?
Cc1cccc(N(CC(=O)NCC2CCCO2)C(=O)CCC(=O)Nc2nccs2)c1 (stereo unspecified) | 4% | 0% | 9%
Cc1cc2nc(-c3ccc(OCc4ccccc4Cl)cc3)cc(C(F)(F)F)n2n1 | -2% | nt | ?
CCN1CCN(Cc2ccc(NC(=O)c3cc(NC(=O)c4ccno4)cc(OC)c3)cc2C(F)(F)F)CC1 | -2% | ? | ?
COc1cc(C(=O)Nc2ccc(C(=O)NCC3CCCO3)cc2)cc(OC)c1OC (stereo unspecified) | 2% | -1% | 2%
CC12CCC(=O)N1C(C(=O)Nc1ccccc1N1CCCCC1)CS2 (stereo unspecified) | -2% | nt | ?
Cc1ccc2c(c1)Sc1c(ccc3ccccc13)N2 | -21% | -7% | ?
O=C1c2ccccc2C(=O)N1CCOCCN1C(=O)c2ccccc2C1=O | -10% | 5% | 5%
O=C(CCCn1c(=O)[nH]c2ccccc2c1=O)NCCSCc1ccccc1 | 7% | 3% | -21%
O=C(NCc1cccs1)c1nc2ncccn2n1 | -2% | 3% | 2%
CCc1nnc(NC(=O)C2CCN(C(=O)c3ccccc3C)CC2)s1 | 2% | 0% | 2%
Cc1ccccc1NCc1nc2ccccc2n1CCOc1ccccc1 | -20% | nt | ?
CCCCC1=CC2=CC(=O)C(C)(OC(=O)CC)C(=O)C2=CN1c1cccc(C#N)c1 (stereo unspecified) | -6% | -5%[12.8 µM] | ?
O=C1CC(=O)Nc2cc(S(=O)(=O)Nc3cccc(Br)c3)ccc2N1 | -14% | nt | -20%
CC1CCOC2(O1)C(=O)N(CN1CCN(c3ccccc3F)CC1)c1ccccc12 (stereo unspecified) | 2% | 4% | 4%
O=C1C(Cl)=C(Nc2ccc3cn[nH]c3c2)C(=O)c2ccccc21 | ? | -14% | 1.6µM*
CCOCC(=O)Nc1cc([N+](=O)[O-])ccc1C | 0% | -4% | 4%
CC(N=C1NS(=O)(=O)c2ccccc21)C(=O)NCc1ccc(F)cc1 (stereo unspecified) | 3% | nt | 8%
Fc1ccc(-n2ncc3c(N4CCC(Cc5ccccc5)CC4)ncnc32)cc1 | -1% | nt | -29%
O=C(/C=C/c1cccs1)N1CCN(c2ccc(O)cc2)CC1 | -7% | 7% | ?
CCOc1ccccc1CNC(=O)c1cccc(NC(=O)c2nsc3ccccc23)c1 | -15% | nt | 5.8µM*
CCOC(=O)c1[nH]c(C)c(CN(CCc2ccc(OC)c(OC)c2)C(=O)CCCC(=O)O)c1C | -1% | -20% | -11%
O=C(NNc1cc(C(F)(F)F)nc2ccccc12)Nc1cccc(Cl)c1 | -3% | 1% | ?
CCOC(=O)C1CCN(c2cc3c(cc2NC(=O)c2cc(OC)ccc2Br)n(C)c(=O)n3C)CC1 | -12% | -3% | 16µM*
CCC(=O)N1CCc2cc(Br)cc(S(=O)(=O)CCC(=O)NCCc3ccccc3)c21 | 18%&5% | 26% | -4%&14%
Cc1nc2c(-c3ccccc3)c(C)nn2c(C)c1CCC(=O)NC(C)CCc1ccco1 (stereo unspecified) | 19% | 2% | 12µM*
O=S(=O)(Nc1cccc(-c2ccc3nncn3n2)c1)c1cc(F)ccc1F | 0% | -3% | ?

Screens: PubChem BioAssay, National Center for Advancing Translational Sciences (NCATS)
